Bioassay records from PubChem.
Tau fluor cs – counter-screen for tau fibril formation inhibitors. tau K18 P301L Alexa594 fluorescence, heparin fibrillization. Potency, µM (doses to about 57.7 µM), for the others: top-dose activity change, negative = decrease. actives 0.93% (n = 280,000). AID 1463; further: on the % scale 0 is the no-effect control and ±100 the full control effect; nearly all actives have a fitted effect of over 55% in size
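Human tau K18 P301L (15 uM unlabeled, 0.24 uM Alexa 594-labeled) in 100 mM sodium acetate pH 7 with 20 uM heparin, 6 hr at 37 C. ThT 30 uM added, 1 hr ambient; Alexa 594 FP and total fluorescence read at 555/632 nm.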
ALDH1A1 block – inhibitors of human aldehyde dehydrogenase 1A1 | Purified ALDH1A1, NADH fluorescence, propionaldehyde substrate | Potency, µM (doses to about 75.3 µM), without a hit: at the highest dose activity, negative = inhibition, usual class: inhibitors | actives 7.3% (n = 220,000) | AID 1030; active means well fitted inhibition curve with a large enough effect, not every such curve was filed as active; inconclusive means small, poorly fitted or top-dose-only effect, or another doubt; inactive means no such curve, though single readings can be large or run the other way;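 further: plate controls were no enzyme wells and a reference inhibitor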
Target sequence (P00352 whole entry, looked up): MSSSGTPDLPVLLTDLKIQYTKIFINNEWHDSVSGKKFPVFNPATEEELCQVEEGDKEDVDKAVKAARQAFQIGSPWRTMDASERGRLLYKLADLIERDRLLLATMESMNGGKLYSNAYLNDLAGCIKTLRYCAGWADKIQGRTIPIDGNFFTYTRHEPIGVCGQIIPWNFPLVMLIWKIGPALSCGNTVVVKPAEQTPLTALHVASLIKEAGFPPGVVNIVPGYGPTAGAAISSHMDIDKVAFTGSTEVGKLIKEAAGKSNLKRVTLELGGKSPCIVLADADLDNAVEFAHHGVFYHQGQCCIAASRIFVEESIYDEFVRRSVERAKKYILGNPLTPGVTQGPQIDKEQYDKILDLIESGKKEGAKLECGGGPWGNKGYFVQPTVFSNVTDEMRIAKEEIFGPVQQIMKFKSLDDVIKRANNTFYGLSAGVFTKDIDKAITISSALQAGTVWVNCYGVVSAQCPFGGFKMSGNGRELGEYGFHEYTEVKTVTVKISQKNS
aGlu spleen mod – lysosomal alpha-glucosidase (human) modulation; human spleen homogenate, 4-MU-alpha-glucoside fluorescence; actives 0.006% (n = 240,000); Potency, µM (series often up to 79.9 µM), for inactives: at the highest dose activity change, negative = inhibition, actives largely listed as inhibitors;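 further: 0% = enzyme with vehicle and -100% = no enzyme basal signal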
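AC50 values come from Hill-equation fits of concentration-response data, normalized to no-enzyme and full-activity controls. Enzyme source: 1 ug human spleen homogenate; 1 mM fluorogenic 4-MU glucoside, pH 5.0 citrate buffer, 37 C, 40 min.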
Epigenetic reg – derepresses silenced GFP reporter in murine cells; murine LDR cells, GFP reporter derepression, 30 h; Potency, µM (doses to about 53.9 µM), for inactives: top-dose GFP activation, usual class: activators; actives 0.2% (n = 280,000); further: % of control where 0% means no effect; nearly all actives have a fitted effect of over 60% in size
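GFP-positive cell count by laser-scanning cytometry (objects 20–120 um) after 30 h, 37 C compound exposure of murine LDR cells; reporter is CMV-GFP integrated at a silenced locus, inducible by HDAC or DNMT inhibitors.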
GLA spleen mod – alpha-galactosidase A (human) modulation; human spleen homogenate, 4MU-alpha-Gal fluorescence, 40 min; Potency, µM (top dose mostly 80 µM), for inactives: top-dose activity change, negative = inhibition, hits mostly inhibitors; actives 0.008% (n = 240,000); AID 2107;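 further: 0% = enzyme with vehicle and -100% = no enzyme basal signal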
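Fluorogenic readout (Ex 365/Em 440 nm) of 4-methylumbelliferone released from 1 mM 4-MU-alpha-galactoside by spleen homogenate, 40 min at 37C, pH 5.0. Data normalized to no-enzyme and enzyme controls; Hill-equation AC50 from compound titrations.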
GAA glycogen – alters human alpha-glucosidase cleavage of glycogen; actives 0.38% (n = 300,000); P10253; recombinant GAA, glycogen substrate, Amplex Red glucose oxidase fluorescence; Potency, µM (doses to about 76.4 µM), for the others: at the top dose activity change, negative = inhibition, usual class: inhibitors;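 further: 0% = full enzyme reaction and -100% = no-enzyme basal signal; the screen sought inhibitors and activators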
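Recombinant enzyme (4 nM final) with compounds titrated up to 77 uM and bovine liver glycogen (30 ug) in citrate pH 5.0, 0.01% Tween-20, 37 C 40 min. Released glucose detected by Amplex Red/glucose oxidase (Ex 573/Em 610); AC50 from Hill fits.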
GAA inh – blocks human lysosomal alpha-glucosidase | AID 1466 | actives 0.005% (n = 200,000) | purified human GAA, 4-MU-alpha-glucoside fluorescence | Potency, µM (titrated, usually from 76.9 µM), for the others: top-dose activity change, negative = inhibition, most hits filed as inhibitors;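 further: plate controls were uninhibited enzyme wells for no effect and no-enzyme background for full effect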
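Enzyme (4 nM final) mixed with compound (up to 77 uM), then 4-MU-alpha-D-pyranoside (400 uM final) added; 20 min at room temperature, pH 5.0. Reaction stopped at pH 10, fluorescence read, AC50 derived by Hill fit.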
NPSR antag – antagonists of human neuropeptide S receptor cAMP signaling. CHO-NPSR cells, cAMP TR-FRET, antagonist mode. AID 1461. actives 1% (n = 220,000). Potency, µM (highest dose often 38.3 µM), for the others: top-dose activity change, negative = inhibition, most hits filed as inhibitors; further: on the % scale 0 is the no-effect control and ±100 the full control effect; nearly all actives have a fitted effect of over 50% in size; many of its hits are not listed in these tables
Target sequence (Q6W5P4 whole entry, looked up): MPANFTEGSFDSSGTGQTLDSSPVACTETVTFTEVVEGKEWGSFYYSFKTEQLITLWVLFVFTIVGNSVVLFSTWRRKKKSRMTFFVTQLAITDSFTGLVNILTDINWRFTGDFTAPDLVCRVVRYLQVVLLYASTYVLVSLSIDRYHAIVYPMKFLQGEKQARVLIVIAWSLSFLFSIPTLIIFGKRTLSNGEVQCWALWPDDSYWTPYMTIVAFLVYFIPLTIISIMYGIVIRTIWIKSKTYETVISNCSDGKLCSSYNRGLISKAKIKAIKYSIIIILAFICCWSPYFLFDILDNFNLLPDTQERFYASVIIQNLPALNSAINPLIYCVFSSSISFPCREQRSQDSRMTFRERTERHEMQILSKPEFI
Starred values were filed as active, the others as inactive; u = inconclusive; x = not tested or not shown; [ ] = remark or other dose. Unless noted, the call rests on the fitted dose curve; in most records, active means well fitted curve in the direction sought with a large enough effect; inconclusive means small, poorly fitted or top-dose-only effect, or another doubt; inactive means no such curve, though single readings can be large; an effect the other way counts as inactive or inconclusive. Potency means the concentration at half of the fitted maximal effect. A portion of the library, so the mix of outcomes need not match the whole.

SMILES | Tau fluor cs | ALDH1A1 block | aGlu spleen mod | Epigenetic reg | GLA spleen mod | GAA glycogen | GAA inh | NPSR antag
CCCn1nc(C(=O)NCc2ccc3c(c2)OCO3)c2ccccc2c1=O | -9.3% | u | -2.4% | 0.0% | -3.8% | -17.3% | -17.2% | -16.3%
c1nc(N2CCC3(CC2)OCCO3)c2[nH]cnc2n1 | -7.2% | 15.2% | -3.8% | 1.1% | -8.5% | 4.5% | 2.4% | 11.9%
CC1(C)CC(=O)C(C=Nc2ccc(NC3=C(C#N)C(=O)CC(C)(C)C3)cc2)=C(O)C1 | -6.9% | 7.08µM* | -3.3% | -1.7% | 4.5% | -2.4% | -2.8% | 10.8%
O=C(O)CC1(CC(=O)NCc2ccc(C(F)(F)F)cc2)CCCCC1 | -5.5% | -17.8% | -4.1% | -1.3% | 10.4% | 6.8% | -9.0% | 8.8%
Cc1nn(C)c(Cl)c1CN1CCC(CO)(CC2CCCCO2)CC1 (stereo unspecified) | 8.8% | -11.1% | 7.7% | 4.1% | 8.5% | 11.8% | 11.8% | 5.7%
Cc1cccc(C)c1NC(=S)N=Nc1c(O)n(C)c2ccc(S(=O)(=O)N3CCOCC3)cc12 | -20.0% | -8.2% | -3.2% | 16.5% | -6.6% | 2.1% | -5.4% | -54.6%
Cc1c(NC2=C(Cl)C(=O)N(c3ccccc3)C2=O)c(=O)n(-c2ccccc2)n1C | -18.0% | u | -2.5% | -2.1% | -4.7% | 10µM* | -0.3% | -15.1%[46.1 µM]
CN1C[C@@H]2C[C@@H](c3cccn3-c3nccs3)N3CCC[C@@]23C1=O | 0.9% | -11.0% | -3.4% | -0.1% | -1.1% | 4.3% | x | -7.4%
Cc1cccc(CN2C(=O)c3ccccc3Sc3ccc(C(=O)NCCN4CCOCC4)cc32)c1 | -21.4% | -1.6% | 1.3% | 2.2% | 0.4% | -8.1% | -6.7% | u
N#Cc1c(/N=C/C=C/c2ccccc2)sc2c1CCCC2 | -12.5% | 7.94µM* | -19.8% | 1.0% | -3.2% | 12.5µM* | 1.7% | -1.6%[46.1 µM]
CC(C)CC(CC(C)C)=NNC(=O)c1ccc2c(c1)OCO2 | 0.4% | -2.0% | -5.9% | 0.0% | 4.6% | -1.8% | 3.2% | 4.0%
COc1ccc(C(=O)Nc2nc(N)n(-c3ccccc3)n2)cc1OC | -10.8% | 1.0% | -8.8% | -1.9% | 12.2% | 1.2% | 6.5% | 5.8%[7.67 µM]

Full records as entered above.
Results for O=C(O)CC1(CC(=O)NCc2ccc(C(F)(F)F)cc2)CCCCC1 = Tau fluor cs: -5.5%; ALDH1A1 block: -17.8%; aGlu spleen mod: -4.1%; Epigenetic reg: -1.3%; GLA spleen mod: 10.4%; GAA glycogen: 6.8%; GAA inh: -9.0%; NPSR antag: 8.8%
Results for CC(C)CC(CC(C)C)=NNC(=O)c1ccc2c(c1)OCO2 = Tau fluor cs: 0.4%; ALDH1A1 block: -2.0%; aGlu spleen mod: -5.9%; Epigenetic reg: 0.0%; GLA spleen mod: 4.6%; GAA glycogen: -1.8%; GAA inh: 3.2%; NPSR antag: 4.0%

More results.
SMILES | Tau fluor cs | ALDH1A1 block | aGlu spleen mod | Epigenetic reg | GLA spleen mod | GAA glycogen | GAA inh | NPSR antag
COc1ccc(NC(=O)c2c(F)cccc2F)cc1S(=O)(=O)Nc1ccc(Br)cc1 | -26.1% | u | u | -1.3% | -17.4% | -4.6% | -3.9% | -48.0%
Cc1ccc(-c2csc(=Nc3cccnc3)n2CCCN2CCCC2=O)cc1C | 5.1% | 7.94µM* | -0.4% | 6.0% | -0.7% | -2.7% | -1.3% | 13.8%
Cc1ccc(CSc2nnc(-c3cccc(S(=O)(=O)N4CCOCC4)c3)n2C2CCCC2)cc1 | -5.5% | -5.4% | -1.3% | 1.5% | 5.6% | 8.5% | u | u
O=C(C1CC=CCC1)N1CCN(C(=O)C2CC=CCC2)CC1 (stereo unspecified) | 1.2% | -3.9% | -13.0% | 3.0% | 3.6% | 4.2% | 5.8% | -2.3%[46.1 µM]
O=C(O)C(CCCCN1C(=O)C2C3C=CC(C3)C2C1=O)N1C(=O)C2C3C=CC(C3)C2C1=O (stereo unspecified) | -2.1% | 5.5% | 1.9% | -0.1% | -1.4% | -14.9% | -1.1% | 7.7%[46.1 µM]
CCc1ncc(C(O)c2cccc(OC)c2OC)n1C (stereo unspecified) | -5.4% | 11.1% | -1.4% | 0.0% | -13.4% | 6.8% | 0.7% | -4.0%[46.1 µM]
O=C(Cc1ccccc1)NNC(=O)c1ccccc1C(=O)O | -0.4% | x | -4.7% | -2.4% | -3.8% | 8.9% | x | 43.8%
O=C(CNC1C(=O)Nc2ccccc21)Sc1ccccc1 (stereo unspecified) | -0.8% | -15.0% | 1.7% | -1.9% | 1.6% | -15.1% | 1.9% | -3.7%[46.1 µM]
CCOC(=O)c1ccc(NC(=O)CN2C(=O)NC3(CCC(C)CC3)C2=O)cc1 (stereo unspecified) | -12.3% | 5.2% | 0.7% | 0.9% | -8.5% | 29.9% | 2.3% | -3.6%
CCc1cc(-c2n[nH]c(=S)n2Cc2ccccc2)cs1 | -19.1% | 5.62µM* | -3.6% | -3.4% | 6.0% | u | u | -15.3%[46.1 µM]
CCOC(=O)N1CCN(C(=O)c2ccc(Oc3ccc([N+](=O)[O-])cc3)cc2)CC1 | -2.3% | -3.7% | -4.5% | -0.6% | -0.3% | -2.9% | 1.4% | -3.4%
CCn1c(NCc2ccc3c(c2)OCO3)nc2ccccc21 | -9.2% | 0.8% | -0.5% | 0.9% | 6.2% | 2.4% | 4.8% | 1.7%[46.1 µM]
Cn1c(=S)n(CCC(=O)O)c2ccccc21 | -18.5% | -1.3% | -1.2% | 1.1% | 4.0% | 6.4% | 14.5% | -1.9%
CC(C)(C)Nc1nc(SCC(=O)Nc2ccccc2)nc(N2CCOCC2)n1 | u | u | 1.1% | 0.0% | 1.2% | 7.8% | -13.2% | 56.0%
O=C(NNC(=S)NC(=O)c1cccnc1)c1ccccc1 | 0.1% | -5.6% | -1.7% | 0.0% | 6.3% | u | -0.8% | -13.7%[46.1 µM]
CCN(CC)S(=O)(=O)c1ccc(Cl)c(C(=O)NC2CCCC2)c1 | 6.6% | 3.3% | -5.8% | -2.3% | -2.0% | -0.2% | -3.1% | -22.3%[46.1 µM]
COC(=O)[C@H](Cc1ccccc1)NC(=O)NCc1ccc(C)cc1 | -6.8% | x | -4.5% | -1.0% | 5.1% | -14.0% | x | 10.2%
CC1CC1c1ccc(/C=C(\C#N)C(=O)Nc2ccccc2Cl)o1 (stereo unspecified) | -16.2% | u | -8.6% | 1.0% | 0.5% | -6.1% | -25.3% | -14.0%
CCN1CCN(C(=O)c2ccc3c(=O)n(Cc4ccccc4OC)c(=S)[nH]c3c2)CC1 | -17.9% | -5.0% | 3.8% | -1.1% | 9.5% | 0.2% | -1.9% | -17.4%[46.1 µM]
CCCCC(=O)Nc1cc2nn(-c3ccc(OC)cc3)nc2cc1C | 1.3% | u | -0.8% | -4.2% | 1.8% | -3.3% | 7.2% | -2.5%[46.1 µM]
CCC(C)NC(=O)c1cc(-c2ccc(OC)cc2)on1 (stereo unspecified) | -9.4% | -10.8% | 0.8% | 4.8% | 9.3% | -6.9% | 1.3% | -11.1%[46.1 µM]
O=C(Cn1cc(C(F)(F)F)cc(Cl)c1=O)NCCc1ccc(Cl)cc1Cl | 2.6% | x | -1.7% | 1.1% | -1.9% | 8.1% | x | 7.7%
Cc1[nH]c2ccccc2c1/C=N/NC(=O)CCC(=O)NCc1ccccc1 | u | 4.4% | -5.5% | -3.1% | -4.3% | 14.0% | 17.4% | 1.9%
Cc1cccc(C)c1NC(=O)C1(N2CCN(C(=O)c3ccco3)CC2)CCCCC1 | 9.6% | u | 1.4% | 0.0% | 4.8% | 2.7% | u | -12.3%
COCCCN1C(=O)C(=O)/C(=C(/O)c2ccc(OC(C)C)c(C)c2)C1c1ccncc1 (stereo unspecified) | -0.3% | -0.1% | -4.2% | 0.0% | 0.5% | 7.9% | 1.8% | 18.0%[46.1 µM]
CC(=O)Nc1ccccc1OCC(=O)NCCc1ccc(Cl)cc1Cl | 5.8% | 6.3% | -0.2% | 0.1% | -7.4% | 5.2% | 3.3% | 3.1%[46.1 µM]
CS(=O)(=O)c1ccc([C@H](O)[C@H](CF)NC(=O)C(Cl)Cl)cc1 | x | 7.8%[20.9 µM] | 9.3%[29.1 µM] | 1.1%[16.9 µM] | 0.6%[29.1 µM] | x | x | x
COC(=O)C1=C(N)Oc2cc(C)n(CC3CCCO3)c(=O)c2C1c1ccc(Cl)cc1 (stereo unspecified) | -12.8% | u | 4.9% | -6.3% | -0.7% | 7.6% | -6.4% | -12.5%[46.1 µM]
CC1(C)Cc2noc(N)c2C(C)(C)N1OC(=O)c1ccccc1 | -11.7% | -8.0% | 3.1% | 4.3% | 11.6% | -5.2% | 2.4% | u
CCC(=O)N1c2ccccc2C(N(C(C)=O)c2ccccc2)CC1C (stereo unspecified) | -2.5% | -19.0% | -6.2% | -0.9% | -5.3% | 2.9% | 1.9% | 6.6%[46.1 µM]
Cc1ccc(S(=O)(=O)N2CCN(c3nc(C(C)C)c4c(c3C#N)CC(C)(C)OC4)CC2)cc1 | -6.0% | u | -5.0% | 2.0% | 1.5% | 1.0% | -11.4% | u
COc1cc(NC(=O)C2CCCCC2)c(OC)cc1NC(=O)c1ccco1 | -16.7% | u | -2.2% | -1.0% | 5.3% | -0.5% | -11.7% | -17.0%[46.1 µM]

An excerpt from above in order of their number in GAA glycogen, low to high:
structure	GAA glycogen
Cc1ccc(S(=O)(=O)N2CCN(c3nc(C(C)C)c4c(c3C#N)CC(C)(C)OC4)CC2)cc1	1.0%
Cn1c(=S)n(CCC(=O)O)c2ccccc21	6.4%
COCCCN1C(=O)C(=O)/C(=C(/O)c2ccc(OC(C)C)c(C)c2)C1c1ccncc1 (stereo unspecified)	7.9%
O=C(Cc1ccccc1)NNC(=O)c1ccccc1C(=O)O	8.9%
Cc1[nH]c2ccccc2c1/C=N/NC(=O)CCC(=O)NCc1ccccc1	14.0%
